# HADH2 inhib = blocks human hydroxyacyl-CoA dehydrogenase type II; AID 886; actives 3.4% (n = 73,000); Potency, µM (highest dose often 57.1 µM), inactives show at the top dose activity change, negative = inhibition, most hits filed as inhibitors; recombinant HADH2, NADH fluorescence, beta-hydroxybutyryl-CoA; Q99714; further: potency means the concentration at half of the fitted maximal effect; on the % scale 0 is the no-effect control and ±100 the full control effect; nearly all actives have a fitted effect of over 60% in size; many of its hits are not listed in these tables
# Target sequence (Q99714 whole entry, looked up, one chain of several): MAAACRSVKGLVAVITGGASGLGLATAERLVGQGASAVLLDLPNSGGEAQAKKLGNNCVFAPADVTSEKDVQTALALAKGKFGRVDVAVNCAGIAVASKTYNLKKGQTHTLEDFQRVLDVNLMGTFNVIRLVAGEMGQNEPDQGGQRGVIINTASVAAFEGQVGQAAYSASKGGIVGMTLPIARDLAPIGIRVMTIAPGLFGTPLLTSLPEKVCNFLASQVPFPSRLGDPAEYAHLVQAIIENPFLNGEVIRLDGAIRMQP
#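 His-tagged recombinant enzyme from E. coli, 20 nM, preincubated 15 min RT with compound; reaction started with 1 mM NAD+ and 90 uM beta-hydroxybutyryl-CoA in 100 mM Tris-HCl pH 9.0. NADH fluorescence (ex 360/em 450) read over 4 min; last-minus-first difference.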
# Pol III holo inh = inhibitors of bacterial DNA polymerase III holoenzyme | actives 0.25% (n = 71,000) | Potency, µM (titrated, usually from 57.1 µM), without a hit: at the top dose activity change, negative = inhibition | reconstituted DNA polymerase III holoenzyme replication, biochemical; further: potency means the concentration at half of the fitted maximal effect; on the % scale 0 is the no-effect control and ±100 the full control effect
#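 Reconstituted *E. coli* holoenzyme (0.35 nM Pol III, 1 nM beta, 154 nM SSB, 2 nM primase) was preincubated with compound for 15 min at RT. Synthesis on 1.4 nM ssM13Gori ran 35 min, then was stopped with PicoGreen/EDTA and read as dsDNA fluorescence.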
# Luciferase inh = firefly luciferase inhibition | P08659 | purified firefly luciferase, luminescence, 8 min | Potency, µM (top dose mostly 57.1 µM), without a hit: at the highest dose activity change, negative = inhibition, most hits filed as inhibitors | actives 2.2% (n = 72,000) | AID 411; further: potency means the concentration at half of the fitted maximal effect; on the % scale 0 is the no-effect control and ±100 the full control effect; nearly all actives have a fitted effect of over 40% in size
# Target sequence (P08659 whole entry, looked up): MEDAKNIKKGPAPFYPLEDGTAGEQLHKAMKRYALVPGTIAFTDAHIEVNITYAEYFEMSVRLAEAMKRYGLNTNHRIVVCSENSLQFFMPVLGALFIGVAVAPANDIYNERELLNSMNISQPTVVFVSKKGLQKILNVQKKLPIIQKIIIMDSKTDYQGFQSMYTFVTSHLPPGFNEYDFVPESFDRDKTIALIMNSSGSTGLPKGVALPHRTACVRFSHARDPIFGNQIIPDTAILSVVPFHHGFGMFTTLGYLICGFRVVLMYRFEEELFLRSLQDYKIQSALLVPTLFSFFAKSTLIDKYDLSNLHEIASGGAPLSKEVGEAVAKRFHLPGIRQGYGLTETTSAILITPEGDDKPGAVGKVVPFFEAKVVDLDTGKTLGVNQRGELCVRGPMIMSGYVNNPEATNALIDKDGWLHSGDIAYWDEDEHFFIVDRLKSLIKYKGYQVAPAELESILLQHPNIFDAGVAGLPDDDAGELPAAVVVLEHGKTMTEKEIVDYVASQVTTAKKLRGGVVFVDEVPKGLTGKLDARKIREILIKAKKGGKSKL
#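 Titration-based qHTS; buffer 50 mM imidazole pH 7.2, 50 mM KCl, 7 mM MgCl2, 10 uM ATP, 0.01% Tween 20, 0.05% BSA; luciferase/luciferin detector mix added after compound; 8 min, ambient; luminescence.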
# ALOX15 inhib = inhibitors of human 15-lipoxygenase (ALOX15); Potency, µM (doses to about 57.1 µM), for the others: at the highest dose activity change, negative = inhibition, actives largely listed as inhibitors; purified 15hLO-1, xylenol orange hydroperoxide absorbance; actives 1.4% (n = 74,000); P16050; AID 887; further: potency means the concentration at half of the fitted maximal effect; on the % scale 0 is the no-effect control and ±100 the full control effect; nearly all actives have a fitted effect of over 55% in size
#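 Hydroperoxide formed from arachidonic acid (50 uM) by purified human 15hLO-1 (40 nM) oxidizes ferrous iron, and the ferric-xylenol orange complex is read at 573 versus 405 nm. Compounds were preincubated 15 min; reaction ran 6 min at room temperature.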
# Texas Red fluor = compound fluoresces in the Texas Red spectral region. Compound fluorescence, Texas Red channel, 547/618 nm; stronger effect = higher value. max dye-equivalent concentration, M. actives 0.06% (n = 59,000). AID 587; in the data active means max dye-equivalent concentration above about 10 nM; inconclusive means between about 1.1 nM and that limit
#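 Fluorescence at ex 547/em 618 nm, normalized against an on-plate Texas Red standard series to give dye-equivalent concentration per compound concentration. Buffer 100 mM Tris, pH 8.0; 15 min RT incubation before CCD imaging.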
# CRE-bla Fsk = modulators of forskolin-stimulated CRE signaling in CHO cells; Potency, µM (doses to about 38.2 µM), without a hit: at the top dose activity change, negative = inhibition, usual class: activators; AID 662; actives 2.5% (n = 71,000); CHO CRE-bla reporter (cAMP response element driving beta-lactamase), forskolin EC10, beta-lactamase ratio; active means well fitted activation curve with a large enough effect in the signal ratio, with a control signal flat, not every such curve was filed as active; inconclusive means small, poorly fitted or top-dose-only effect, or effect the other way, or a change in a side signal; the % refers to the signal ratio; further: potency means the concentration at half of the fitted maximal effect; % of control where 0% means no effect
#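 The 460nm/530nm emission ratio after CCF4 loading defined %Activity, from which AC50 values were obtained. CRE-bla CHO cells received compound dilution series together with an EC10 level of NKH 477 for 3 hours at 37 degrees Celsius.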
# Rhodamine fluor = compound autofluorescence in rhodamine spectral region | Rhodamine-region fluorescence, 547/598 nm, Tris buffer; stronger effect = higher value | actives 0.05% (n = 59,000) | max dye-equivalent concentration, M; in the data active means max dye-equivalent concentration above about 11 nM; inconclusive means between about 1.1 nM and that limit
#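 Intrinsic compound fluorescence, ex 547 / em 598 nm, CCD imager. Tris 100 mM pH 8.0; 15 min RT. Output = rhodamine dye-equivalent concentration at each compound concentration.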
# Hsp90 Hop PPI = changes Hsp90-Hop TPR2A binding signal, up or down; AlphaScreen TPR2A-His6 binding biotin-Hsp90 C-terminal peptide; Potency, µM (top dose mostly 57 µM), for the others: at the highest dose activity change, negative = inhibition; actives 0.44% (n = 71,000); AID 595; active means well fitted curve in either direction with a large enough effect; inconclusive means small, poorly fitted or top-dose-only effect, or another doubt; further: potency means the concentration at half of the fitted maximal effect; on the % scale 0 is the no-effect control and ±100 the full control effect; many of its hits are not listed in these tables
# ERK AVP inh = inhibitors of vasopressin-stimulated ERK signaling pathway; HEK293-V1b, vasopressin-stimulated pERK AlphaScreen; Potency, µM (series often up to 57.5 µM), for the others: top-dose activity, negative = inhibition, most hits filed as inhibitors; actives 0.99% (n = 72,000); further: potency means the concentration at half of the fitted maximal effect; on the % scale 0 is the no-effect control and ±100 the full control effect; nearly all actives have a fitted effect of over 55% in size
#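 HEK293 cells stably expressing V1b receptor, seeded overnight in 1% FBS, were treated with compounds for 30 min at 37C, then stimulated 5 min with 25 nM vasopressin; phospho-ERK read by AlphaScreen SureFire after lysis.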
# Tau fil binding = tau filament binding | P10636 | recombinant tau filaments, thioflavin S fluorescence, 15 h; filaments grown with octadecylsulfate alongside compound | Potency, µM (top dose mostly 57.1 µM), inactives show at the top dose activity change, negative = inhibition | actives 2% (n = 71,000);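 further: potency means the concentration at half of the fitted maximal effect; on the % scale 0 is the no-effect control and ±100 the full control effect; actives lower thioflavin S fluorescence by blocking filaments or displacing dye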
#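 ThS-based fibril read: tau 1 uM final, inducer ODS 30 uM final, 37 C for 15 h, ex 450/em 510 nm.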
# HBB splicing = hemoglobin beta splicing modulation; HBB splicing reporter cell assay, activation; EGFP reporter with mutant IVS2-654 intron; response scale: normalised to 500 nM splice-correcting PNA; Potency, µM (titrated, usually from 46.1 µM), without a hit: at the top dose activation, usual class: activators; actives 0.06% (n = 65,000); AID 925; further: potency means the concentration at half of the fitted maximal effect; 0% is about no effect
#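 HeLa cells stably expressing EGFP interrupted by mutant beta-globin intron 2 (IVS2-654), 500/well in 2% FCS. Treated with compound for 2 days at 37C. Splicing correction scored as total well GFP intensity (488 nm excitation, 500-520 nm emission); 500 nM antisense PNA served as control.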
# Active calls of the source: *; i = inactive; u = inconclusive; x = no result given; [ ] = remark or other dose. Unless noted, the call rests on the fitted dose curve; in most records, active means well fitted curve in the direction sought with a large enough effect; inconclusive means small, poorly fitted or top-dose-only effect, or another doubt; inactive means no such curve, though single readings can be large; an effect the other way counts as inactive or inconclusive. Not all compounds are listed (hit frequency here may not be typical).
SMILES	Texas Red fluor	CRE-bla Fsk	Luciferase inh	Rhodamine fluor	ALOX15 inhib	HBB splicing	HADH2 inhib	Pol III holo inh	Tau fil binding	ERK AVP inh	Hsp90 Hop PPI
O=C1CC(c2ccc(Cl)cc2)n2nc(N3C(=O)CCC3=O)nc2N1 (stereo not given)	u	-1%	1%	i	2%	1.4%[57.5 µM]	6%	0%	12%	-2%	-1%
Cc1ccc2cc(C(c3nnnn3C3CCCC3)N3CCN(c4ccc(F)cc4)CC3)c(=O)[nH]c2c1 (stereo not given)	u	9%	-3%	i	-29%	-2.7%	-3%	-5%	-1%	0%	-2%
COC(=O)[C@@H]1CC[C@H](C)[C@@H](c2ccc(C)cc2)N1C(=O)c1ccc(/C=N\OC[C@@H](O)COCc2ccco2)cc1	x	x	-1%[11.4 µM]	x	-3%[11.4 µM]	0.0%[9.22 µM]	15%[11.4 µM]	x	x	24%[11.5 µM]	x
COCC(=O)N1CCC[C@@]2(CCN(Cc3ccccc3)C2)C1	i	0%	-1%[11.4 µM]	i	10%	0.4%	2%	-1%	8%	-18%	1%
Cc1nc2nc[nH]c2cc1Br	x	6%	0%	x	8%	0.4%[9.22 µM]	-5%	-4%	5%	-27%	3%
COc1ccccc1-n1c(SCC(=O)NC(C)(C)C)nnc1-c1ccco1	i	3%	-1%	i	2%	-2.3%	16%	11%	6%	-1%	-2%
O=C(O)CC1C(=O)NCCN1CCCc1ccccc1 (stereo not given)	x	2%	0%	x	2%	0.6%	-10%	-2%	-22%	x	-2%
CCOC(=O)N/N=C1/C[C@@H](O)[C@@H](O)[C@@H]2[C@@H]3C(=O)N(C(C)(C)C)C(=O)[C@H]3CC[C@@H]12	x	x	-2%[11.4 µM]	x	7%[11.4 µM]	-0.3%[9.22 µM]	2%[11.4 µM]	x	x	16%[11.5 µM]	x
Oc1ccc2[nH]cnc2c1CN1CCCCC1	u	-5%	0%	i	13%	3.9%[57.5 µM]	0%	-9%	-1%	-2%	-5%
Cc1cc(NS(=O)(=O)c2ccc(NC(=O)c3cnc4scc(C)n4c3=O)cc2)nc(C)n1	x	u	1%	x	-2%	-0.7%	-26%	-13%	10%	x	-9%
CCN(C(=O)COC(=O)c1c(-c2ccccc2)noc1C)C1CCS(=O)(=O)C1 (stereo not given)	i	u	-2%	i	-3%	0.1%	2%	4%	6%	23%	-5%
Cc1ccn2cc(-c3nonc3C)cc2c1	i	-20%	-4%	i	-27%	0.6%	-5%	0%	u	11%	-19%
COc1ccc2cc(C(c3nnnn3Cc3ccccc3)N3CCCCCC3)c(=O)[nH]c2c1 (stereo not given)	i	9%	-1%	i	u	x	9%	-8%	13%	-7%	-11%
CSc1nc(N)c2ncn([C@H]3O[C@H](COP(=O)(O)OP(=O)(O)OP(=O)(O)O)[C@@H](O)[C@@H]3O)c2n1	x	u	2%	x	-27%[25.6 µM]	x	-9%	-3%	u	-11%	-3%
CC1=C(C(=O)NC2CCC(C)CC2)C2(CCC(C)CC2)OC1=O (stereo not given)	x	7%	-3%	x	3%	-0.6%	-2%	-5%	-22%	-9%	0%
O=C(NCCCN1CCCC1)c1cccc(N2CCCC2=O)c1	u	u	-3%	i	-11%	-0.4%	-13%	-1%	-7%	8%	8%
COc1ccc(C)cc1NC(=O)CN1CCN(S(=O)(=O)c2ccc(Cl)cc2)CC1	i	u	1%	i	3%	-0.1%	-9%	0%	15%	17%	-1%
COC(=O)C(C(=O)OC)=C(/C=C/C=C/N(C)C)N(C)C	x	6%[7.6 µM]	0%	x	-27%[11.4 µM]	-1.9%[0.0738 µM]	-18%[11.4 µM]	3%[11.4 µM]	45%[11.4 µM]	17%	-8%[11 µM]
CCCCn1c(SCC(=O)Nc2nnc(CC)s2)nc2c1c(=O)n(C)c(=O)n2C	u	-7%	0%	i	7%	0.1%[57.5 µM]	4%	-2%	0%	-11%	0%
Cc1ccc(C(=O)NCCN2CCOCC2)cc1Cl	x	10%[7.6 µM]	2%	x	2%[11.4 µM]	-2.8%[0.0738 µM]	6%[11.4 µM]	-10%[11.4 µM]	8%[11.4 µM]	-18%	-5%[11 µM]
N#CCCSC(=S)[C@H]1CCCC1=N	i	-8%[7.6 µM]	-1%[11.4 µM]	i	-6%[11.4 µM]	1.1%[9.22 µM]	6%[11.4 µM]	8%[11.4 µM]	5%[11.4 µM]	-28%[11.5 µM]	-1%[11 µM]
CCCC(C(=O)NC1CCCC1)N(C(=O)Cn1nnc(-c2ccc(C)o2)n1)C1CCCC1 (stereo not given)	u	-12%	0%	i	-4%	-0.3%[57.5 µM]	2%	-4%	-15%	-1%	-1%
CCCc1cc(=O)[nH]c(SCC(=O)CSc2nc(CCC)cc(=O)[nH]2)n1	i	u	0%	i	-14%	0.5%	-11%	-2%	-15%	-5%	0%
COC(=O)C/C=C\[C@@H](C)[C@@H](/C=N\O[C@@H](C)c1cn([C@H]2COC[C@H]2O)nn1)OC	x	x	-1%[11.4 µM]	x	-2%[11.4 µM]	3.6%[9.22 µM]	3%[11.4 µM]	x	x	-6%[11.5 µM]	x
Cc1c2oc3c(C)ccc(C(=O)N[C@@H]4C(=O)N[C@@H](C(C)C)C(=O)N5CCC[C@@H]5C(=O)N(C)CC(=O)N(C)[C@@H](C(C)C)C(=O)O[C@H]4C)c3nc-2c(C(=O)N[C@@H]2C(=O)N[C@@H](C(C)C)C(=O)N3CCC[C@@H]3C(=O)N(C)CC(=O)N(C)[C@@H](C(C)C)C(=O)O[C@H]2C)c(N)c1=O	x	u	-7%	x	u	x	3%	0.13µM*	u	0%	-5%
COc1ccccc1N1CCN(CC(=O)Nc2cc(F)ccc2C)CC1	i	-15%	0%	i	0%	-0.3%[57.5 µM]	21%	5%	-6%	-5%	3%
CC(Cc1ccccc1)C(=O)NCc1ccncc1 (stereo not given)	x	-2%	x	x	-2%	0.5%	-12%	3%	2%	-6%	-2%
CC(NC(=O)CN1CCN(Cc2ccc(Cl)cc2)C1=O)c1ccc2c(c1)OCCO2 (stereo not given)	x	-8%	3%	x	1%	-0.7%	1%	-4%	-8%	-20%	2%
O=C(CN1CCOc2ccccc21)NCc1cccs1	i	-24%	2%	i	3%	2.0%	-6%	-12%	-4%	-5%	-7%
O=C(CCn1c(=O)oc2ccccc21)NCc1ccc2c(c1)OCO2	x	-11%	3%	x	-3%	0.1%	2%	-6%	-6%	x	-2%
COc1ccc(CC2C(=O)OC(C)(C)OC2=O)cc1	u	13%	-1%	i	4%	-1.1%[0.369 µM]	-6%	-5%	-2%	3%	-1%
O=C(/C=N/O)Nc1cccnc1	i	-1%	0%	i	2%	x	8%	-5%	3%	8%	0%
Cc1c(C#N)c2ncnc(N)c2n1-c1ccccc1	i	u	1%	i	6%	6.7%[1.84 µM]	5%	-4%	2%	-3%	-3%
CN(C)c1ccc(N/C=C/C(=O)c2ccc(F)cc2)cc1	i	-17%	0.63µM*	i	-23%	-0.5%	4%	-1%	3.2µM*	-25%	-23%
COc1ccccc1C(=O)NCCc1nc2ccccc2n1C	i	u	1%	i	3%	0.2%	4%	-1%	19%	5%	2%
Cc1cc(C)cc(N(C(=O)Cn2nnc3ccccc32)C(C(=O)NCc2ccco2)c2ccncc2)c1 (stereo not given)	i	-19%	1%	i	10%	0.0%[57.5 µM]	-1%	-4%	39%	u	-4%
NCCCc1c(-c2ccccc2)nc(N)[nH]c1=O	i	0%[7.6 µM]	1%[11.4 µM]	i	14%[11.4 µM]	2.7%[9.22 µM]	9%[11.4 µM]	-5%[11.4 µM]	0%[11.4 µM]	14%[11.5 µM]	1%[11 µM]

# Two entries drawn at random from the list so far, as already listed:
SMILES	Texas Red fluor	CRE-bla Fsk	Luciferase inh	Rhodamine fluor	ALOX15 inhib	HBB splicing	HADH2 inhib	Pol III holo inh	Tau fil binding	ERK AVP inh	Hsp90 Hop PPI
COc1ccccc1C(=O)NCCc1nc2ccccc2n1C	i	u	1%	i	3%	0.2%	4%	-1%	19%	5%	2%
COc1ccc(CC2C(=O)OC(C)(C)OC2=O)cc1	u	13%	-1%	i	4%	-1.1%[0.369 µM]	-6%	-5%	-2%	3%	-1%
